# Assay outcomes: PubChem BioAssay, Broad Institute
# CASP6 VEID inh = blocks human caspase-6 cleavage activity | hit rate 0.53% among 350,000 | inhibition, % at 12.5 µM | AID 686996 | purified caspase-6, Z-VEID-R110 cleavage fluorescence;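 active = mean inhibition across replicates at least about 35%, with every replicate also reaching that limit, limit read from the data; inconclusive = only one of the two criteria met; inactive = neither criterion met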;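 note: 0% = median of neutral control wells and 100% = no fluorescence left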
# DENV2 CPE = DENV2-induced cell death inhibition; CPE inhibition, % at 9.99 µM; AID 651640; hit rate 1.7% among 350,000; DENV2-infected cells, cytopathic effect rescue, plate reader; in the data active = CPE inhibition above about 20%, passing the limit was not always enough; inconclusive = no clear call, values can overlap the other calls; tested in BHK-21 cells;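 note: 0% = median of neutral control wells and 100% = median of positive control wells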
# E-sel inducer = induces E-selectin expression in human endothelial cells; P16581; HUVEC E-selectin immunofluorescence imaging; normalized: neutral wells 0, TNF-alpha wells 100; activation, % at 7.58 µM; hit rate 0.37% among 260,000; AID 686992;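 active = mean E-selectin-positive cell signal at least 10% of the positive control, reached in at least 60% of replicates, without over 20% cell loss; inconclusive = no rule given, readout overlaps actives, possibly toxicity-flagged; inactive = the rest, including those meeting only one limit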;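 note: in these data hits start at about 27%; measured in HUVEC primary endothelial cells; signal is the percent of cells scored E-selectin positive by PE staining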
# Target sequence (P16581 whole entry, looked up): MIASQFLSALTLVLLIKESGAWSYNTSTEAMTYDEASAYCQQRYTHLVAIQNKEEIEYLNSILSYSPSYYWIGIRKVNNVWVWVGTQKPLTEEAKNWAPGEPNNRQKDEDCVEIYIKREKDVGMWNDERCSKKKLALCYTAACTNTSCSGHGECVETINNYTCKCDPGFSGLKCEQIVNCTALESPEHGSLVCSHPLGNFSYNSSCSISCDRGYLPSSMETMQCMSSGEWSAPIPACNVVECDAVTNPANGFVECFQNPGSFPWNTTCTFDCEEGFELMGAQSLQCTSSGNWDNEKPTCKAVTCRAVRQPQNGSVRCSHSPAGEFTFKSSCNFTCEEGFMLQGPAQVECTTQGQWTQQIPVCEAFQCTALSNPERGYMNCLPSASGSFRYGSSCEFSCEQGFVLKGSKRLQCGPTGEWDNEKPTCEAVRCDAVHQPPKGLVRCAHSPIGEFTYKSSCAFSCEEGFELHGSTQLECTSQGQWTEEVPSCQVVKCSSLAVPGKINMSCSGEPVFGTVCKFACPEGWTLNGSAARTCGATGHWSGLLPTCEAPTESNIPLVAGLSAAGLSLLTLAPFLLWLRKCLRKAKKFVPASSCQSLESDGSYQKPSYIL
#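 Test system: HUVEC; input: 3,000 HUVEC/well; measured by: immunofluorescence imaging; read-out: % PE-positive cells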
# RAD54 inh = inhibitors of human RAD54 branch migration; Q92698; inhibition, % at 10.4 µM; hit rate 0.14% among 360,000; AID 602329; RAD54 Holliday junction branch migration, FAM/BHQ fluorescence;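 active = mean normalized replicate activity at least 40 and at least half of replicates scoring 40 or more; inconclusive = only one of the two criteria met; inactive = mean below 40 and under half of replicates reaching 40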;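 note: 0% = median of neutral control wells and 100% = median of positive control wells; inhibitors cause a drop in the FAM fluorescence signal; in these data hits start at about 50%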
# Xi reactivation = X-chromosome reactivation activator; XiGFP mouse fibroblasts, % GFP-positive cells imaging, 3 d; cells co-treated with 5-aza-dC sensitizer; scaled so ellipticine positive control = 100%; activation, % at 7.58 µM; hit rate 0.055% among 360,000;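 active = mean normalized replicate activation at least 10% and every replicate at or above 10%; inconclusive = only one of the two criteria met; inactive = mean below 10% and not all replicates reach 10%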;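 note: 0% = median of on-plate neutral control wells and 100% = ellipticine 6 µM median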
#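 assay system = SV40-immortalized XiGFP fibroblast cells, line 68-5-11 | buffer or medium = DMEM plus 5-aza-dC sensitizer | doses = single-point pinned compound dosing | times = 3-day compound exposure, then 15 min fixation at room temperature | benchmarks = positive control ellipticine, 6 µM final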
# F508del corr = CFTR F508del correction in bronchial cells; hit rate 0.36% among 350,000; activity (quench increase), % at 7.58 µM; CFBE cells, YFP halide quenching; stimulated with forskolin plus potentiator P3; % fluorescence drop versus neutral controls; AID 720511;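 active = mean added fluorescence quench of at least 8% versus neutral control, with both replicates also reaching 8%; inconclusive = only one of the mean or replicate conditions met; inactive = mean below 8% and not both replicates reaching 8%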;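 note: cells transiently co-express mutant CFTR-F508del with the halide-sensitive YFP; corrector assay measuring rescue of mutant channel to the surface after 24 h compound exposure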
# RAD52 anneal inh = inhibitors of human RAD52 DNA annealing; inhibition, % at 18.7 µM; hit rate 0.46% among 360,000; P43351; recombinant RAD52 DNA annealing, FRET fluorescence;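 active = every replicate showing at least 50% inhibition; inconclusive = mean inhibition at least 50% but not in every replicate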
# Target sequence (P43351 whole entry, looked up): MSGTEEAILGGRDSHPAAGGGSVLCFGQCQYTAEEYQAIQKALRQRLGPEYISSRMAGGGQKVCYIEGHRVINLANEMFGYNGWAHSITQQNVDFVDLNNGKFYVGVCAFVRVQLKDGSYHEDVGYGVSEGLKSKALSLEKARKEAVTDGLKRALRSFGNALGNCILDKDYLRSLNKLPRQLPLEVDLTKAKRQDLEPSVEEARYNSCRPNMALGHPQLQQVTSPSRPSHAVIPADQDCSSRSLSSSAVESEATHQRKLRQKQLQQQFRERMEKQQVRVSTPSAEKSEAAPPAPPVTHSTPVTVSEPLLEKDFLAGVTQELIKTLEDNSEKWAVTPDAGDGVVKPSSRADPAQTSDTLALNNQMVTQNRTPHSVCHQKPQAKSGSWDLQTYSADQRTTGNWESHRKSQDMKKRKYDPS
# INS-1E GSIS act = primary screen for activators of insulin secretion dependent on glucose, INS-1E cells, GLuc reporter luminescence; INS-1E GLuc reporter insulin secretion, 2-3 h; activation, % at 16.6 µM; hit rate 0.61% among 370,000; AID 743287;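 active = lowest replicate activation of at least 40%, so every replicate reaches that level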;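 note: 0% = median of neutral control wells and 100% = median of IBMX positive control wells; some compounds called inactive have numbers as strong as hits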
# The depositor's hits bear a star; ? = inconclusive; · = not tested or not shown.
SMILES,CASP6 VEID inh,DENV2 CPE,E-sel inducer,RAD54 inh,Xi reactivation,F508del corr,RAD52 anneal inh,INS-1E GSIS act
COc1cccc(C(=O)Nc2ccc(Oc3cccc(C(F)(F)F)c3)nc2)c1,-2,-6,-0.1,10,0.0,0.0,-8,-16
C[C@H](CO)N1C[C@H](C)[C@@H](CN(C)S(C)(=O)=O)Oc2c(NC(=O)Cc3ccccc3)cccc2C1=O,-6,16,0.0,3,-0.1,0.4,-1,2
CS(=O)(=O)N1[C@H](C#N)[C@H](c2ccccc2-c2ccccc2F)[C@H]1CO,2,-1,0.1,·,0.1,-2.8,-9,6
O=C(CN1C(=O)NC2(CCSC2)C1=O)NCc1ccccc1 (centres undefined),-2,8,0.3,2,0.5,-1.3,-9,2
CCc1nn(C(C)C(=O)N(C)Cc2ccccc2)c(=O)c2cc3occc3n12 (centres undefined),-3,-3,·,-8,0.0,2.1,-21,26
CC[C@@]1(C(=O)OC)N[C@H](CN(C)S(=O)(=O)c2ccc(C(F)(F)F)cc2)[C@@H]2C(=O)N(C)C(=O)[C@@H]21,2,-4,·,-8,-0.2,-2.0,-8,14
O=C(NC1CCCC1)C(Cc1ccccc1)n1cccc1 (centres undefined),-1,1,·,-4,-0.1,-1.7,-7,-18
CCCc1ccccc1OCCNC(=O)c1cc(=O)n(C)c(=O)n1C,-6,-4,2.0,·,0.0,-4.1,6,·
OCCNC(=S)Nc1ccc(Oc2ccccc2)cc1,0,1,·,·,0.2,0.7,-12,0
COc1ccc2c3c([nH]c2c1)[C@H](CO)N(C(=O)Nc1ccc(F)cc1)CC31CN(S(=O)(=O)c2cn(C)cn2)C1,-1,0,0.2,·,0.3,-1.9,-24,9
Cc1ccc(S(=O)(=O)NCCC(C)C)cc1[N+](=O)[O-],3,12,0.0,·,0.3,·,-14,-10
CC(C)NC(=S)NC(=O)/C=C/c1cccc2ccccc12,1,2,-0.1,5,-0.1,·,-15,3
CO[C@H](CN(C)C(=O)c1cnccn1)[C@H](C)CN([C@H](C)CO)S(=O)(=O)c1ccccc1,1,-2,-0.1,0,0.2,-2.0,-1,4
CC(=O)c1c(C)[nH]c(C(=O)OCC(=O)NCCC2=CCCCC2)c1C,1,0,·,0,0.3,-3.2,2,13
CCOC(=O)N1CCN(C(=O)COC(=O)Cc2ccc(Cl)cc2)CC1,3,-1,0.2,-1,0.0,0.3,-19,0

# Arranged by the number under CASP6 VEID inh (ascending): 3 of the compounds above.
SMILES	CASP6 VEID inh	F508del corr	RAD52 anneal inh	INS-1E GSIS act
CCCc1ccccc1OCCNC(=O)c1cc(=O)n(C)c(=O)n1C	-6	-4.1	6	·
O=C(NC1CCCC1)C(Cc1ccccc1)n1cccc1 (centres undefined)	-1	-1.7	-7	-18
CC(=O)c1c(C)[nH]c(C(=O)OCC(=O)NCCC2=CCCCC2)c1C	1	-3.2	2	13

# Following part
SMILES,CASP6 VEID inh,DENV2 CPE,E-sel inducer,RAD54 inh,Xi reactivation,F508del corr,RAD52 anneal inh,INS-1E GSIS act
O=C(Nc1ccnn1C1CCN(C(=O)c2ccccc2C(F)(F)F)CC1)C1CC1,2,-9,-0.2,-11,0.0,-2.8,-16,·
CC(C)C#Cc1ccc2c(c1)O[C@H](CN(C)C)[C@@H](C)CN([C@H](C)CO)S2(=O)=O,·,-3,0.0,6,-1.2,1.1,10,-9
O=C(CN1C(=O)NC2(CCCC2)C1=O)Nc1nc2c(F)cc(F)cc2s1,2,1,·,6,0.0,-5.5,-9,7
COC(=O)N/N=C/c1sc(N2CCCCC2)nc1-c1cccs1,0,2,-1.2,-8,9.1,0.9,-24,7
c1cc(CN2[C@@H]3CNC[C@H]2C3c2ccc(-c3ccncc3)cc2)cc(-c2ccncc2)c1 (some centres undefined),0,?,-0.5,·,0.0,2.9,-26,15
C[C@@H]1CN([C@H](C)CO)C(=O)c2cc(NC(=O)CCCN(C)C)ccc2O[C@H]1CN(C)C,-2,1,0.0,-5,2.9,-1.9,-1,4
O=C(CCNc1ccc(Cc2ccncc2)cc1)c1ccc([N+](=O)[O-])cc1,-1,8,·,·,0.0,2.1,-13,28
Cc1cccc(C)c1NC(=O)CN(C)C(=O)C1CC1C (centres undefined),-1,3,1.1,-10,0.1,2.2,0,26
C[C@@H]1CCCCO[C@@H](CN(C)C(=O)Nc2ccccc2)[C@H](C)CN([C@H](C)CO)C(=O)c2cc(NS(=O)(=O)c3ccccc3)ccc2O1,0,-7,·,1,0.1,-0.6,-12,-19
CC(=O)Nc1ccc(NC(=O)CN2CCN(c3ccccn3)CC2)cc1,0,-5,0.2,6,0.1,-1.3,-17,-23
OC1(c2nc3ccccc3[nH]2)CCCCC1,-4,-7,0.0,3,0.1,1.3,-1,16
COc1ccc(OC)c(-c2csc(NC(=O)CSc3nnnn3C)n2)c1,0,7,·,·,0.0,3.7,-8,9
CC(C)CC#Cc1ccc2c(c1)O[C@@H](CN(C)C(=O)NC(C)C)[C@H](C)CN([C@@H](C)CO)S2(=O)=O,3,?,0.3,2,-2.1,0.6,10,-22
O=C(NCc1ccccc1)C1c2ccccc2OCC(=O)N1C1CC1 (centres undefined),-3,12,·,·,0.0,1.1,-1,-11
Cc1ccccc1NC(=O)Nc1ccc2c(c1)C(=O)N(C)[C@H]1CC[C@@H](CC(=O)NCC3CC3)O[C@H]1CO2,-1,-4,0.1,8,0.1,-1.6,8,-1
CCc1nnc(NC(=O)CCS(=O)(=O)Cc2ccccc2)s1,2,4,-0.1,4,0.0,2.9,3,0
COc1ccc(S(=O)(=O)N2CCc3ccccc32)cc1C(=O)N1CCC(C)CC1,2,0,-0.3,·,0.2,4.4,-12,-26
CCc1ccccc1N(C(=O)c1snc(C(N)=O)c1N)C(C(=O)NCC1CCCO1)c1c[nH]c2ccccc12 (centres undefined),-3,-4,0.0,-38,0.4,-0.4,-10,-16
CCOC(=O)C1=C(N)Oc2cc(O)ccc2C1c1ccc([N+](=O)[O-])cc1 (centres undefined),1,·,1.5,·,0.1,-1.9,-15,-28
COC(=O)CSc1nc2cc3c(cc2cc1C)OCO3,-2,-1,7.7,3,0.1,1.4,-14,-10
COC(=O)C1=COC(OC2OC(CO)C(O)C(O)C2O)C2C(C)CC(=O)C12 (centres undefined),35*,-6,·,0,·,-2.7,-10,0
NC(=O)Nn1c(CCC(=O)O)ccc1-c1ccc(Cl)cc1,5,-1,0.1,1,2.1,0.7,-1,0
C[C@H]1CN([C@@H](C)CO)S(=O)(=O)c2ccc(-c3cccnc3)cc2O[C@@H]1CN(C)CC1CCOCC1,0,?,-0.1,-3,0.3,-0.8,-1,2
Cn1cccc1/C=N/NC(=O)c1ccc[n+]([O-])c1,-1,2,·,·,0.0,0.5,-3,-12
CNC(=O)COC(=O)/C=C/c1cn(-c2ccccc2)nc1-c1ccc(C)o1,-1,·,5.9,19,0.0,-4.3,-39,-16
CSCCC(NC(=O)c1ccccc1)C(=O)N1CC=C(c2ccccc2)CC1 (centres undefined),0,1,·,-30,0.4,-1.8,-13,-17
O=S(=O)(c1cccs1)N1CCN(c2ccccc2Cl)CC1,11,3,1.7,-7,-0.1,-0.1,-9,9
CSc1cccc(NC(=O)CCCOc2cc(=O)n(C)c3ccccc23)c1,1,-15,0.4,0,0.0,6.4,1,3
CCCc1cc(=O)[nH]c(N/N=C/C=C\c2ccccc2)n1,4,4,·,2,0.1,-0.2,5,-8
COCC(=O)N1CC[C@@H]2[C@H]1c1cc(-c3ccc(OC)cc3)ccc1N(C)[C@@H]2CO,-2,17,-0.5,25,0.0,0.8,21,21
Cc1ccc(N2CC(C(=O)OCC(=O)Nc3cccc(Cl)c3C)CC2=O)cc1 (centres undefined),-2,-2,1.0,5,0.1,-1.8,-7,17
CC(C)NC(=O)c1c(CSc2ccc(Cl)cc2)noc1C(=O)NCc1ccccc1,0,-13,·,-5,0.0,0.7,-4,·
Nc1nc(NCCCN2CCOCC2)nc(Nc2cccc(Cl)c2)c1[N+](=O)[O-],-7,-4,·,·,0.1,1.8,-10,25
CO[C@@H]1CN(C)C(=O)c2cc(NC(C)=O)ccc2OC[C@H](C)NC[C@@H]1C,1,-10,-0.2,4,0.0,0.4,-11,9
O=C(CCN1CCCCC1)N[C@@H]1CC[C@@H](CCNS(=O)(=O)c2ccc(Cl)cc2)O[C@H]1CO,-2,-3,-2.1,0,-0.2,0.4,8,-4
C[C@@H]1CN([C@@H](C)CO)C(=O)c2cccc(NS(=O)(=O)c3cn(C)cn3)c2O[C@@H]1CN(C)Cc1ccc(C(F)(F)F)cc1,1,22*,-14,-12,0.2,1.2,-1,11
CCCNC(=O)CN1C(=O)NC(CC)(c2ccc(F)cc2)C1=O (centres undefined),0,4,·,0,0.1,1.5,0,14
CCN(C[C@@H]1N[C@@H](CO)[C@H]1c1ccccc1)C(=O)c1ccncc1,-1,-5,0.0,-3,0.4,2.9,-8,2
Cc1ccsc1CNCc1cc(Cl)ccc1O,-2,-15,0.0,-6,0.0,-2.9,-18,-4
O=c1[nH]c(=O)c2[nH]c(=O)n(-c3ccccc3)c2[nH]1,2,-5,0.0,·,0.1,-1.2,-11,-3
Cc1ccc(S(=O)(=O)N2CCN(C(=O)CC(C)n3nc(C)c(Cl)c3C)CC2)cc1C (centres undefined),3,5,·,2,0.4,-1.0,-1,-28
C/C=C/c1ccc([C@@H]2[C@@H](CO)N3C(=O)CN(S(=O)(=O)c4ccccc4)C[C@@H]23)cc1,3,0,0.0,·,0.0,2.6,-26,-8
COCCCN1C(=O)C(=O)/C(=C(/O)c2ccc(S(=O)(=O)N3CCOCC3)cc2)C1c1ccc(F)cc1 (centres undefined),8,0,·,6,0.2,2.4,-9,30
C[C@@H]1CCCCO[C@@H](CN(C)C(=O)Nc2ccc(C(F)(F)F)cc2)[C@H](C)CN([C@@H](C)CO)C(=O)c2cc(NC(=O)Nc3ccc4c(c3)OCO4)ccc2O1,-5,-3,0.1,-6,0.0,6.0,8,6
CNC[C@@H]1Oc2ncc(-c3cccc(C(=O)N(C)C)c3)cc2C(=O)N([C@@H](C)CO)C[C@H]1C,-5,?,-1.2,4,-0.7,-3.9,4,24
CCOC(=O)c1c(S(=O)(=O)NCC(=O)N2CCN(c3ccc(OC)cc3)CC2)c(C)n(C)c1C,2,-1,·,6,0.2,1.1,-8,·
Cc1cc(NC(=O)COc2cccc(C)c2C)no1,0,15,-0.2,-10,0.0,2.4,-12,5
C[C@@H]1CN([C@H](C)CO)S(=O)(=O)c2ccc(C#Cc3ccncc3)cc2O[C@@H]1CN(C)C(=O)C1CCOCC1,-2,13,-0.5,-4,-0.6,-3.3,-5,13
CCOc1ccc(-n2c(SCC(N)=O)nnc2-c2cccnc2)cc1,4,23*,-0.1,·,0.5,-0.4,-3,-5
O=C(NCc1ccccc1)C1CCN(S(=O)(=O)c2ccc(Cl)cc2)CC1,-1,14,0.4,4,0.1,-2.5,-7,-26
C[C@@H](C(=O)OCC(=O)c1ccccc1)N1C(=O)C2CCCCC2C1=O (some centres undefined),0,-4,·,-10,-0.1,2.5,-18,-3
